# UTI89 phage lysis: inhibition of K1F phage lysis, E. coli UTI89, bacterial capsule biogenesis inhibitors, alamar blue (AID 488966); inhibition, % at 100 µM, or IC50 in µM where a hit was titrated; hit rate 0.02% among 340,000; E. coli UTI89 K1F phage lysis, alamar blue, 2 h; higher % means a stronger effect;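 active = phage lysis inhibition, versus mean bacterial control, above a set limit; inconclusive = no clear call, values can overlap the other calls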;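 also: capsule biogenesis inhibitors block K1F phage lysis so surviving cells raise fluorescence; higher fluorescence means more inhibition of phage lysis; actives were called in the ten point dose series up to 300 µM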
# NTR1 agonist: agonists of NTR1, primary screen, imaging, U2OS cells, beta-arrestin-GFP, high content (AID 493036); P30989; hit rate 0.17% among 330,000; activation, % at 20 µM; NTR1-U2OS beta-arrestin-GFP spot imaging, agonist mode;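 active = activation at or above 40% of the spot to cytoplasm intensity ratio, with at least 20 cells analyzed; inconclusive = wells under 20 cells, flagged as cytotoxic or low count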;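 also: 0% = DMSO without peptide and 100% = 100 nM NTR1 peptide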
# Target sequence (P30989 whole entry, looked up): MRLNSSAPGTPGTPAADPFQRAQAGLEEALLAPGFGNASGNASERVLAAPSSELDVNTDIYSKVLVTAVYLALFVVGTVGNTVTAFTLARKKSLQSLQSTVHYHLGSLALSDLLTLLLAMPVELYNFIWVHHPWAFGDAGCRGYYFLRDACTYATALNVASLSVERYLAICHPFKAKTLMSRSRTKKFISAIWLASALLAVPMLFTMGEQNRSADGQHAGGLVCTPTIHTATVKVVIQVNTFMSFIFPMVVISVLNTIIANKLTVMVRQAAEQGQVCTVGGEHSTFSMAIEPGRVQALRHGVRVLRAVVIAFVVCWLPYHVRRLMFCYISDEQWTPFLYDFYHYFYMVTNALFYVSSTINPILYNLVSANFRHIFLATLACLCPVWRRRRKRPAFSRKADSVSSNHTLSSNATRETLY
# T cell modulator: modulates CD8 T cell binding to vesicles | hit rate 0.068% among 330,000 | 2C CD8+ T cell-vesicle binding, flow cytometry; active compounds read low | calls only at 7 µM;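 active = response, share of CD8 T cells binding vesicles, and their 90th percentile fluorescence all below set limits, cut at about 80% in these data, passing the limit was not always enough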
#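 Assay system – 2C mouse CD8+ T cells · Also added – QL9-loaded Drosophila micro-vesicles · Timing – Cell–vesicle co-incubation 1.5 h at 37 °C, staining 20 min on ice · Signal – flow cytometry of vesicle-bound cells · Measure – percent CD8+ FL2 mean versus row control · Controls – Peptide-free naked vesicles (low) and QL9 vesicles with 0.7% DMSO vehicle (high)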
# MgcRacGAP inhibition: MgcRacGAP GTPase-activating activity inhibitors, confirmation, biochemical, ADP Hunter fluorescence. MgcRacGAP-stimulated Rac1 GTP hydrolysis, ADP Hunter fluorescence; higher % means a stronger effect; GST-tagged Rac1 F28L mutant substrate. AID 624330. hit rate 0.6% among 340,000. inhibition, % at 30 µM; hits with a dose series show IC50 in µM;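 active = first-screen hits whose inhibition reached a set limit at any dose in the follow-up dose series; inconclusive = inhibition above the set first-screen limit but never retested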;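 also: fluorescence reports GDP produced by GAP-driven GTP hydrolysis; strong numbers were not always called active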
# PhoP inhibition: PhoP-dependent GFP reporter repression – Salmonella Typhimurium, primary screen (AID 1863); hit rate 0.16% among 300,000; S. Typhimurium PhoP-regulated promoter GFP reporter, 4 h; higher % means a stronger effect; inhibition, % at 50 µM; hits with a dose series show IC50 in µM;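 active = inhibition over 29.93%, a cutoff 3 SD above the screen mean, later confirmed by dose response; inconclusive = inhibition over 29.93% but no dose response follow-up; inactive = inhibition at most 29.93% or unconfirmed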;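 also: 0% = low Mg2+ inducing control and 100% = high Mg2+ repressing control; strong numbers were not always called active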
# SV40 large T antigen: SV40 large T antigen inhibitors, biochemical (AID 1903) | SV40 large T antigen ATPase/helicase inhibition assay; higher % means a stronger effect | one-dose inhibition, % at 20 µM; IC50 in µM for titrated hits | hit rate 0.39% among 310,000; in the data active = a potency from the dose series; inconclusive = inhibition mostly from about 32% at the one dose, without a potency; inactive = the rest, 99 in 100 with inhibition below about 32%; also: strong numbers were not always called active
# West Nile antiviral: inhibition of WNV-induced cytopathic effect – cell-based, CPE readout (AID 1621); West Nile virus-infected cells, CPE inhibition; higher % means a stronger effect; hit rate 0.02% among 290,000; CPE inhibition, % at 10 µM; hits with a dose series show IC50 in µM; in the data active = a potency from the dose series; inconclusive = CPE inhibition mostly from about 3.7% at the one dose, without a potency; inactive = the rest, 99 in 100 with CPE inhibition below about 2.2%; also: strong numbers were not always called active
# RSV antiviral HEp-2: inhibition of RSV-induced cytopathic effect – HEp-2 cells, primary 10 µM value included (AID 2391). hit rate 0.13% among 310,000. one-dose CPE inhibition, % at 10 µM; IC50 in µM for titrated hits. HEp-2 cells, RSV-induced CPE inhibition; higher % means a stronger effect; in the data active = a potency from the dose series; inconclusive = CPE inhibition mostly from about 23% at the one dose, without a potency; inactive = the rest, 99 in 100 with CPE inhibition below about 21%; also: strong numbers were not always called active
# NS5 inhibitors: Dengue-2 NS5 methyltransferase inhibitors, primary screen, biochemical, confirmation dose response (AID 588689); Dengue-2 NS5 methyltransferase capping enzyme assay, biochemical; higher % means a stronger effect; one-dose inhibition, % at 25 µM; IC50 in µM for titrated hits; hit rate 0.3% among 340,000; in the data active = a potency from the dose series; inconclusive = inhibition above about 29% without an active follow-up result
# T cell modulator vesicle-bound %: also measured in T cell modulator; calls as there; double positive events, %; measured here: CD8+ vesicle-bound cell fraction;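 binding gate set so that unloaded-vesicle control wells show 10% double positive cells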
# NTR1 agonist cell count 20 µM: recorded beside NTR1 agonist, whose call it bears; cell count; measured here: cell count, cytotoxicity flag
# An asterisk follows results filed as active; i = inactive; ? = inconclusive; nt = not tested or not shown; [ ] = another dose, or the depositor's remark.
SMILES,UTI89 phage lysis,NTR1 agonist,NTR1 agonist cell count 20 µM,T cell modulator,T cell modulator vesicle-bound %,MgcRacGAP inhibition,PhoP inhibition,SV40 large T antigen,West Nile antiviral,RSV antiviral HEp-2,NS5 inhibitors
O=C(CC1Oc2ccccc2NC1=O)NCCCN1CCN(Cc2ccccc2)CC1 (centres undefined),i,-0.3,51,i,40.4,2.0%,3.7%,2.7%,-0.3%,-0.8%,4.5%
C/C(CC(=O)Nc1ccc(C)c(Cl)c1)=N\NC(=O)C1CCCCC1,-0.2%,0.8,67,i,20.0,8.2%,11.2%,1.6%,-0.8%,2.6%,-3.2%
CNC[C@@H]1Oc2ccc(NS(=O)(=O)c3ccc(OC)cc3)cc2CC(=O)N([C@H](C)CO)C[C@@H]1C,1.5%,1.6,70,i,24.5,9.5%,nt,nt,nt,nt,-14.9%
COc1cc(NC(=O)CSCc2ccc(Cl)cc2Cl)c(C(=O)O)cc1OC,3.2%,-0.1,58,i,58.5,14.8%,-4.2%,10.2%,0.8%,1.5%,nt
CCOc1ccc2nc3c(cc2c1)CN(CCOC)C(=NCCOC)S3,-0.1%,2.5,81,i,21.6,4.4%,3.8%,12.7%,-0.1%,1.5%,-2.4%
O=C(NCc1ccco1)c1c2c(nc3ccccc13)CCC2,-1.4%,-0.5,35,i,66.7,29.8%,19.5%,?,nt,2.7%,3.2%
CCN(c1ccccc1)S(=O)(=O)c1ccc(NC(=O)c2nc(S(C)(=O)=O)ncc2Cl)cc1,3.2%,-0.5,85,i,5.8,4.7%,-10.4%,?,-0.9%,nt,-59.7%
CCOc1ccc(C(=O)COC(=O)CC)cc1,0.3%,-0.8,50,i,32.4,8.1%,-4.9%,2.5%,-0.1%,0.7%,-3.5%
COC(=O)C(Cc1ccc(O)cc1)NC(=O)C(C)Oc1ccccc1 (centres undefined),0.6%,1.5,55,i,11.2,7.0%,4.8%,10.8%,0.4%,-0.8%,-7.0%
NCCCCCCNS(=O)(=O)c1cccc2c(Cl)cccc12,?,5.7,58,i,33.1,6.1%,2.5%,5.6%,0.4%,13.8%,-3.7%
COc1ccc(S(=O)(=O)N2CCCCC2)cc1NC(=O)C1CC(=O)N(c2ccc3c(c2)OCCO3)C1 (centres undefined),0.6%[50 µM],0.1,57,i,21.1,4.7%,0.2%,-0.6%,nt,-0.3%,-8.9%
O=C(NCc1ccco1)c1ccc(-c2ccc(Cl)cc2)o1,0.1%,4.1,55,i,7.6,-1.8%,4.9%,9.6%,-1.0%,-2.0%,-11.1%
COC(=O)c1ccc2nc(NC(=O)C3CC3)sc2c1,0.7%,1.2,59,i,38.0,9.0%,-4.0%,3.7%,0.8%,0.0%,0.9%
CCCCNC(=O)CSc1cc(=O)n(C)c2ccccc12,3.8%,-2.4,19,i,52.0,4.4%,-0.9%,-1.8%,0.0%,2.5%,-4.8%
Cn1nnc2cc(C(=O)NC3CCCCC3)ccc21,1.3%,-0.4,57,i,38.7,6.1%,-3.0%,-0.9%,0.6%,0.4%,-0.8%
COc1ccc(-c2csc(NC(=O)CCCc3cccs3)n2)cc1,1.3%,0.9,86,i,45.9,8.2%,-13.3%,13.6%,-0.2%,1.9%,3.2%
Cc1n[nH]c(C)c1S(=O)(=O)N1CCN(C(=O)c2ccco2)CC1,0.6%,0.3,57,i,4.6,6.2%,-9.3%,2.4%,0.1%,0.2%,0.7%
Cc1ccc(-c2c(C(=O)N/N=C/c3ccco3)nnn2-c2nonc2N)cc1,0.1%,0.1,54,i,31.2,8.9%,14.0%,13.8%,0.0%,1.5%,6.2%
NS(=O)(=O)c1ccc(NC(=O)CSc2nnc3n2CCCCC3)cc1,0.7%[50 µM],-0.1,61,i,7.8,6.6%,nt,nt,nt,nt,-0.8%
C#CCNC(=O)C1=C[C@H](C(C)(C)C)C[C@H](OCCCCO)O1,-0.7%,1.2,87,i,27.1,4.0%,-4.5%,10.6%,0.0%,-0.7%,-1.6%
O=C(C1CCCN(S(=O)(=O)c2cnc[nH]2)C1)N1CC(=O)N(CCc2ccccc2)C(=O)C1 (centres undefined),3.0%,0.7,63,i,42.2,3.7%,4.1%,8.3%,0.3%,0.8%,-1.5%
CC(C)(CNC(=O)c1ccc(NS(=O)(=O)c2ccc(F)c(F)c2)cc1)N1CCOCC1,0.1%[50 µM],0.1,64,i,37.2,-5.0%,4.4%,8.4%,nt,-3.0%,8.1%
Clc1ccc(/C=N/Nc2ccccn2)cc1,0.3%,0.9,67,i,54.9,11.1%,5.3%,3.2%,-0.9%,13.6%,-13.6%
Cn1cc(/C=C(\NC(=O)c2ccccc2Cl)C(=O)NCCCN2CCOCC2)c2ccccc21,-0.1%,0.3,66,i,10.8,-3.8%,-0.6%,6.9%,0.2%,0.8%,-7.9%
COc1cc(S(=O)(=O)N2CCN(c3ccccc3F)CC2)c(OC)cc1Cl,0.4%,1.7,53,i,58.2,11.5%,6.2%,2.2%,-0.3%,1.0%,-7.5%

# (continued)
SMILES,UTI89 phage lysis,NTR1 agonist,NTR1 agonist cell count 20 µM,T cell modulator,T cell modulator vesicle-bound %,MgcRacGAP inhibition,PhoP inhibition,SV40 large T antigen,West Nile antiviral,RSV antiviral HEp-2,NS5 inhibitors
Cc1cccc(N2CCN(C(=O)CN3C(=O)C4CC=CCC4C3=O)CC2)c1C (centres undefined),0.4%,0.9,49,i,62.0,10.3%,7.5%,2.1%,-0.8%,7.4%,-3.7%
O=C(CNCc1cccc2ccccc12)Nc1ccccc1[N+](=O)[O-],-0.1%,2.3,70,i,65.6,2.2%,3.1%,16.5%,-0.5%,-0.2%,-6.6%
O=C(COC(=O)c1ccccc1NCCO)NCc1cccs1,1.2%[50 µM],0.0,48,i,36.6,-1.8%,3.3%,3.5%,nt,-0.9%,0.0%
COC(=O)c1c(C)[nH]c(-c2csc(N)n2)c1C,-1.2%,0.7,37,i,52.1,11.1%,-8.2%,17.5%,-0.8%,4.4%,-5.7%
Cn1cccc1/C=N/n1c(-c2ccc(Cl)cc2Cl)n[nH]c1=S,0.2%,0.6,46,i,26.2,10.8%,-0.8%,11.2%,0.2%,3.3%,2.0%
Cc1ncc(CN2CCCC(C(=O)Nc3ccc(-c4ccco4)cc3)C2)n1C (centres undefined),1.0%[50 µM],0.2,50,i,36.1,6.5%,-2.4%,13.8%,0.1%,-0.6%,-6.6%
COc1cccc(NC(=O)COC(=O)c2c(NC(C)=O)sc(C)c2C)c1,-0.1%[50 µM],2.5,57,i,28.9,4.9%,nt,nt,nt,1.2%,-1.5%
Brc1ccc(-c2cnco2)cc1,-0.1%,-1.4,53,i,38.2,0.8%,-0.5%,2.8%,0.4%,3.5%,-9.9%
N#CC1=C(N)NC(SCc2ccc(Br)cc2)=C(C#N)C12CCCCC2,0.0%,-1.1,89,i,22.7,4.4%,4.8%,9.8%,nt,1.2%,-4.0%
CCC(=O)Oc1ccc(C/C(=N\O)c2ccc(O)cc2O)o1,0.4%,2.0,40,i,44.8,19.0%,-0.7%,30.6%,0.5%,2.6%,0.7%
COc1cccc(N2CCN(C(=O)c3cc4c(=O)n(Cc5ccccc5)ccc4nc3C)CC2)c1,0.0%,0.0,65,i,48.5,4.9%,-6.5%,8.3%,-1.0%,0.6%,-8.5%
Cc1ccc([N+](=O)[O-])cc1S(=O)(=O)N1CCC(C)CC1,nt,0.9,83,i,51.6,nt,-7.6%,14.0%,-0.4%,-0.4%,nt
Cc1cc(C(=O)NCC(=O)OCC(=O)N(C2CCCCC2)C2CCCCC2)ccc1[N+](=O)[O-],0.4%,1.9,42,i,45.9,7.0%,-9.1%,8.2%,-0.6%,1.7%,-0.7%
COc1ccccc1NC(=O)COC(=O)COc1ccccc1F,0.8%[50 µM],-1.0,62,i,28.4,4.7%,nt,nt,nt,0.4%,0.0%
Cc1ccc(C)c(S(=O)(=O)N2CCN(CC(=O)Nc3ccc([N+](=O)[O-])cc3)CC2)c1,1.8%,-0.4,51,i,40.7,5.5%,11.1%,4.3%,-1.9%,?,-1.1%
COc1ccc(S(=O)(=O)NCCc2ccccn2)cc1,-2.7%,-0.3,81,i,44.8,6.9%,nt,nt,nt,nt,-3.5%
O=C(/C=C/c1ccccc1Cl)OCC(=O)N1CCCC1,0.8%,1.3,71,i,37.6,-7.8%,nt,nt,nt,nt,4.3%
CCn1c(CSc2nc(C)cc(C)n2)nnc1SCC(=O)Nc1cccc2ccccc12,0.3%,0.4,57,i,20.8,4.0%,-4.0%,13.5%,-0.6%,1.9%,-0.7%
COc1ccc(OC)c(S(=O)(=O)Nc2cc(C)on2)c1,0.0%,0.1,64,i,68.1,5.2%,-2.4%,8.6%,-0.3%,0.7%,-8.0%
Cc1ccccc1-c1nc(CS(=O)CC(=O)NCCN2CCN(Cc3ccccc3)CC2)c(C)o1 (centres undefined),-0.2%,0.2,92,i,37.2,-9.0%,-4.3%,5.4%,-1.5%,1.8%,2.0%
CCN(CC)CCCNC(=O)C1CCC(=O)N(c2ccc(OC)cc2)C1c1ccc(F)cc1 (centres undefined),0.3%,-1.3,80,i,31.1,5.5%,-3.4%,?,0.1%,1.0%,-4.8%
CN(C)c1nc(NCc2ccccc2)nc(N/N=C/c2ccc3c(c2)OCO3)n1,?,3.4,57,i,24.9,7.3%,14.0%,12.8%,-0.9%,0.9%,0.7%
Cc1ccc(OCC(=O)NCc2ccccn2)c(Br)c1,2.3%,1.2,87,i,8.6,4.5%,-1.9%,4.7%,-0.2%,0.3%,1.2%
Cc1ccn2c(Nc3ccccc3C)c(-c3ccccn3)nc2c1,5.6%,3.7,63,i,39.1,?,1.7%,?,?,7.5%,2.6%
Fc1ccc(NC(=S)NN=C2CCCCCC2)cc1,0.2%,0.9,47,i,33.6,7.5%,-12.5%,7.1%,0.3%,-0.2%,-6.3%
O=C(C1CCC(CNS(=O)(=O)c2ccccc2)CC1)N1CCOCC1 (centres undefined),0.0%,1.0,52,i,27.5,17.3%,3.7%,7.0%,-0.3%,0.6%,-3.3%
